# Pf growth 48h = Primary qHTS for delayed death inhibitors of the malarial parasite plastid, 48 hour incubation; AID 504832, 2011; Potency, µM (titrated, usually from 28.7 µM), for the others: top-dose activity change, negative = inhibition, actives largely listed as inhibitors; P. falciparum luciferase growth in erythrocytes, 48 h; 310,000 compounds, 5.9% hits; also: potency is read from the fitted curve at half-maximal effect; % is scaled to controls: 0 for no effect and ±100 for the full control effect
#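 Luminescence readout; reporter = integrated firefly luciferase in P. falciparum. RBC culture at 2% hematocrit, 0.1% parasitemia final, 37 C/5% CO2; decreased signal taken as growth inhibition.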
# Giardia FBPA inh = qHTS Assay for Inhibitors of Fructose-1,6-bisphosphate Aldolase from Giardia Lamblia | Potency, µM (doses to about 59.6 µM), without a hit: top-dose activity, negative = inhibition, most hits filed as inhibitors | purified Giardia FBPA | A8B2U2 | AID 2451, 2010 | 290,000 compounds, 0.71% hits; also: potency is read from the fitted curve at half-maximal effect; % is scaled to controls: 0 for no effect and ±100 for the full control effect; nearly all actives have a fitted effect of over 55% in size
# Target sequence (A8B2U2 whole entry, looked up): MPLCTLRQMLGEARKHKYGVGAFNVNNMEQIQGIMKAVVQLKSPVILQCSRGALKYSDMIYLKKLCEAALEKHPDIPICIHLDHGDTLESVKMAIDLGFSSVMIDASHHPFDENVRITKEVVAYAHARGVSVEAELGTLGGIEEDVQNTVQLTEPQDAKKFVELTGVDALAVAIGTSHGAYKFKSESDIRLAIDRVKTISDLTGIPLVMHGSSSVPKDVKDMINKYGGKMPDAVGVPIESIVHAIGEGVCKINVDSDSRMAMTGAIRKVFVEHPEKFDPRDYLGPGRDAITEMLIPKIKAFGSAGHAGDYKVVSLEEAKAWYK
#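 Giardia FBPA (40 nM reagent) was preincubated 10 min at RT with compound (up to 57.5 uM final), then substrate plus GAPDH/TPI/NAD/arsenate coupling system with diaphorase/resazurin was added; resorufin fluorescence (525/598 nm) was read after 20 min.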
# Cycloheximide cs = Cycloheximide Counterscreen for Small Molecule Inhibitors of Shiga Toxin; cell reporter, cycloheximide protein synthesis inhibition counterscreen; max response, %; 300,000 compounds, 12% hits; AID 2314, 2010; in the data active = max response mostly above about 13%, no sharp cut-off; inactive = mostly below about 14%; also: read at 38.3 µM for the half of the compounds with a filed dose; 0% is about no effect
# Shiga inhibitor = A qHTS for Small Molecule Inhibitors of Shiga Toxin | inhibition, % at 38.7 µM | Vero cells, Shiga toxin protein synthesis inhibition reporter | 290,000 compounds, 9.2% hits; in the data active = inhibition mostly above about 28%, no sharp cut-off; inactive = mostly below about 43%; also: 0% is about no effect
# HCV inh = qHTS Assay for Inhibitors of Hepatitis C Virus (HCV); Huh7.5.1 HCVcc-Cre infection, luciferase reporter, 44 h; Potency, µM (titrated, usually from 41.8 µM), inactives show at the top dose activity change, negative = inhibition, actives largely listed as inhibitors; 340,000 compounds, 3.4% hits; AID 651820, 2012; also: potency is read from the fitted curve at half-maximal effect; % is scaled to controls: 0 for no effect and ±100 for the full control effect
#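 After 44 h co-culture of compound, cells and HCVcc-Cre (~0.5 moi), substrate is added for 15 min at room temperature and luciferase measured over 15 sec. Cells were seeded at 1,000/well and pre-cultured 4 h.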
# Pf growth 96h = Primary qHTS for delayed death inhibitors of the malarial parasite plastid, 96 hour incubation; Potency, µM (top dose mostly 28.7 µM), for inactives: at the highest dose activity change, negative = inhibition, hits mostly inhibitors; AID 504834, 2011; 320,000 compounds, 6.9% hits; P. falciparum luciferase reporter growth, 96 h; also: potency is read from the fitted curve at half-maximal effect; % is scaled to controls: 0 for no effect and ±100 for the full control effect
#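 Parasite growth measured via integrated firefly luciferase reporter in P. falciparum. Infected erythrocytes at 2% hematocrit, 0.05% parasitemia final were treated 96 hours at 37 C under 5% CO2, and luminescence was read.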
# * marks the source's active call; other numbers are inactive results; i = inactive; ? = inconclusive; nt = no result given; [ ] = remark or other dose. Unless noted, calls follow the shape of the dose curve; as a rule, active = well fitted curve in the direction sought with a large enough effect; inconclusive = small, poorly fitted or top-dose-only effect, or another doubt; inactive = no such curve, though single readings can be large; an effect the other way counts as inactive or inconclusive.
SMILES,Pf growth 48h,Giardia FBPA inh,Cycloheximide cs,Shiga inhibitor,HCV inh,Pf growth 96h
Cc1ccccc1NC(=O)c1cccc(S(=O)(=O)Nc2cccc(C(=O)O)c2)c1,3%,8%,2,2,10%,?
COc1ccc(OC)c(-c2cc(C(=O)N3CCOCC3)no2)c1,38%[activator],-4%,14*,17,?,-31%
Cc1c(-c2ccc(F)cc2)[n+](=O)c(-c2ccc(F)cc2)c(C)n1[O-],28%,1%,1,-20,0%,nt
CCC(C)(C)n1nnnc1C(c1ccc(O)c(OC)c1)N1CCc2ccccc2C1 (stereo not drawn),38%[activator],-24%,8,-3,17%,0%
Cc1cc(C)c(S(=O)(=O)N2CCCCC2CCNC(=O)C(=O)NCCN2CCOCC2)c(C)c1 (stereo not drawn),-1%,nt,nt,nt,?,0%
CC(=O)c1c(C)n(-c2ccccc2)c2ccc(OCC(N)=O)cc12,-27%,-11%,-7,-8,?,32%[activator]
O=[N+]([O-])c1c(NCCO)cc(N2CCCCC2)c2nonc12,?,-12%,-2,28,-9%,6%
CC(NS(=O)(=O)c1ccc(Br)cc1)C(N)=O (stereo not drawn),28%,0%,1,-5,?,nt
Cn1cccc1C(=O)N/N=C/c1c(Cl)cccc1Cl,nt,0%,63*,61*,-8%,265%[activator]
O=C(CSCC(=O)OCC(=O)c1ccc(Br)cc1)Nc1ccc(Br)cc1,42%[activator],0%,5,-4,2%,0%
COc1cccc(OC)c1C(=O)Nc1ccnn1C,-7%,10%,-3,-15,11%,23%
COc1ccc(N(CC(=O)Nc2ccc(S(=O)(=O)N3CCCC3)cc2)S(C)(=O)=O)cc1OC,?,-7%,-2,7,21%,nt
O=C(NCCN1CCN(c2ccccc2)CC1)C1(S(=O)(=O)c2ccc(Cl)cc2)CC1,-17%,2%,6,8,-13%,12%
NNC(=O)c1cnn(-c2ccccc2)c1-n1cccc1,11%,-6%,-2,19,37%[activator],82%[activator]
COc1cc(S(=O)(=O)Nc2ccc(C)cc2)ccc1NC(=O)c1ccncc1,-14%,0%,-3,-1,-1%,13%
Brc1ccc(C2=NCCC(c3ccccc3)O2)cc1 (stereo not drawn),nt,4%[89.2 µM],7,i,nt,nt
CCOC(=O)N1CCN(C(=O)c2ccc(N3CC4CC(C3)c3cccc(=O)n3C4)c(NC(=O)c3ccc(F)cc3)c2)CC1 (stereo not drawn),?,-1%,-1,-13,6%,85%
COc1ccc(/C=N/NC(=O)c2ccncc2)cc1CN1CCCc2ccccc21,-11%,-18%,1,-2,?,-24%
COc1ccc(NC(=O)CNS(=O)(=O)c2ccc3nc(C)sc3c2)c(OC)c1,15%,5%,1,22,-4%,-22%
CCOc1cc(C2NC(=O)NC(O)(C(F)(F)F)C2C(=O)c2ccc(Cl)cc2)ccc1O (stereo not drawn),-3%,0%,-9,-18,-8%,21%
CCc1ccc(OC)c(-c2csc(N)n2)c1,19%,-5%,-2,-9,?,12µM*
O=C(NNC(=O)c1ccc(F)c(S(=O)(=O)N2CCOCC2)c1)c1ccc([N+](=O)[O-])cc1,-16%,nt,nt,nt,1%,12%
CNc1nc(Nc2ccc(Br)cc2)nc(N)c1[N+](=O)[O-],62%[activator],4%,24*,51*,-6%,56%[activator]
CCOC(=O)C1(CC2CCCCO2)CCN(C(=O)Nc2cccc(SC)c2)CC1 (stereo not drawn),?,-5%,-3,8,-12%,?
COc1ccc(OC)c(CC(NC(C)=O)C(=O)NC2CCN(C(=O)c3cccc(C)c3)CC2)c1 (stereo not drawn),2%,-3%,-5,-5,-4%,36%[activator]
COc1cc(CCC(=O)OCC(=O)c2ccc[nH]2)cc(OC)c1OC,-12%,nt,nt,nt,13%,2%
O=C(/C=C/c1ccco1)N(Cc1ccccc1)C1CCS(=O)(=O)C1 (stereo not drawn),0%,-1%,-3,23,0%,11%
C(/CCc1ccccc1)=N\Nc1nc2ccccc2[nH]1,?,-3%,27*,47*,9%,?
O=C1C(Cl)=C(Nc2ccc(F)cc2)C(=O)N1CCc1ccccc1,8%,0%,59*,82*,1%,?
CC(=O)c1ccc(S(=O)(=O)N2CCCCC2C(=O)O)cc1 (stereo not drawn),13%,2%,-1,7,1%,?
O=c1cc(-c2ccccc2)[nH]n1-c1nc2ccccc2[nH]1,?,?,5,21,?,-1%
Cc1ccc(NC(=O)C(C)N2C(=O)c3ccccc3C2=O)cc1C (stereo not drawn),11%,5%,-2,12,-1%,?
Cc1cccc2c1CC(C)(C)N/C2=C\C(N)=O,-15%,-13%,-3,-9,8%,1%
CC1CCCCN1C(=O)NC1CC(=O)N(c2ccc3c(c2)OCCO3)C1 (stereo not drawn),?,nt,nt,nt,-9%,14%
Cc1cc(C)n(-c2ccnc3cc(Cl)ccc23)n1,21%,-10%,18*,-2,-11%,6%
CC(C)NC1=C(Cl)C(=O)c2ccccc2C1=O,nt,?,21*,43,?,0.93µM*
O=C(O)C1CC=CCC1C(=O)Nc1ccccc1C(=O)N1CCN(c2ccc(Cl)cc2)CC1 (stereo not drawn),-18%,8%,-3,-15,10%,2%
CCCCC(=O)Nc1ccc(NC(=O)CC)cc1OC,-10%,-1%,4,0,3%,nt
O=C(CC(=O)N/N=C\c1ccccc1)NCCc1ccccc1,20%,-10%,2,-1,2%,-9%
CCCN=Cc1sc2ccc(OCC)cc2c1O,75%[activator],0%,41*,101*,?,54%[activator]
CCOC(=O)C1CNc2cc(S(=O)(=O)CC)ccc2O1 (stereo not drawn),6%,-4%,5,2,21%,?
O=C(CNC(=O)Cc1cccc2ccccc12)NCc1ccccc1F,?,-5%,10,-3,0%,68%[activator]
O=C(NCC1CCCO1)c1ccc(CS(=O)(=O)Cc2ccc(F)cc2)o1 (stereo not drawn),-27%,1%,-3,-12,-1%,62%[activator]
CCCS(=O)(=O)NCCc1cc2ccc(C)cc2[nH]c1=O,31%[activator],-3%,12*,28*,8%,15%
COc1ccccc1NC(=O)N1CCCC(CNC(=O)c2ccccc2Cl)C1 (stereo not drawn),-25%,nt,0,27,5%,-2%
CC(C)CN(C(=O)C1CC1)C1CCS(=O)(=O)C1 (stereo not drawn),-6%,nt,nt,nt,11%,31%[activator]
C#CCNC(=O)C1=C[C@@H](c2ccccc2)C[C@@H](OCc2ccc(CO)cc2)O1,-9%,-18%,-2,-13,-3%,-16%
N#Cc1ccccc1OCC(=O)Nc1ccccc1C(=O)NC1CC1,17%,nt,nt,nt,?,?
O=C(CSc1cn(CCNC(=O)c2ccc3ccccc3c2)c2ccccc12)NCc1ccco1,?,3%,15*,22,?,?
c1ccc(CSc2ncnc3c2cnn3-c2ccccc2)cc1,65%[activator],3%,1,-6,2%,-5%
O=C(CSc1nnc(-c2ccccc2Br)o1)N1CCOCC1,133%[activator],-1%,51*,70*,-2%,?
Cc1ccc(CSCCNC(=O)/C=C/c2ccc(Cl)cc2)cc1,45%[activator],6%,-2,-9,-1%,70%[activator]
CC[n+]1ccccc1/C=C/c1ccc(N(C)C)cc1,2.9µM*,0%,-1,-10,4.5µM*,-16%
Cn1c(SCC(=O)NNC(=O)c2ccc(Br)cc2)nnc1-c1cccnc1,0%,4%,-2,4,3%,29%
Cc1ccc(NC(=S)c2ccncc2)c(C)c1,20%,16µM*,10,-3,?,24%
CCc1ccc(Nc2oc(C)cc(=O)c2C(C)=O)cc1,41%[activator],-9%,1,17,11%,-10%
COCCCNC(=O)Cn1cnc2sc(C)c(S(=O)(=O)N3CCN(c4ccccc4OC)CC3)c2c1=O,-18%,-2%,-4,-15,-12%,18%
CCOc1ccc2nc(SC(C)C(N)=O)[nH]c2c1 (stereo not drawn),nt,-15%,13,15,17%,45%[activator]
O=C(COc1ccccc1)NC1=NCCS1,nt,1%,41*,95*,7%,275%[activator]
COc1ccccc1N(CC(N)=O)S(=O)(=O)c1ccc(C)cc1,-2%,2%,-3,-6,13%,-13%

# 4 records drawn at random from those above:
SMILES,Pf growth 48h,Giardia FBPA inh,Cycloheximide cs,Shiga inhibitor,HCV inh,Pf growth 96h
COc1ccc(N(CC(=O)Nc2ccc(S(=O)(=O)N3CCCC3)cc2)S(C)(=O)=O)cc1OC,?,-7%,-2,7,21%,nt
Brc1ccc(C2=NCCC(c3ccccc3)O2)cc1 (stereo not drawn),nt,4%[89.2 µM],7,i,nt,nt
CC(C)CN(C(=O)C1CC1)C1CCS(=O)(=O)C1 (stereo not drawn),-6%,nt,nt,nt,11%,31%[activator]
Cc1cc(C)n(-c2ccnc3cc(Cl)ccc23)n1,21%,-10%,18*,-2,-11%,6%

# Further records:
SMILES,Pf growth 48h,Giardia FBPA inh,Cycloheximide cs,Shiga inhibitor,HCV inh,Pf growth 96h
Cc1cc(C)c2c(C)nn(-c3ccccc3)c2n1,nt,8%,5,32,-27%,-8%
COc1ccc(/C=C/CN2CCCC(CCC(=O)NCc3ccc(F)c(F)c3)C2)cc1 (stereo not drawn),13µM*,-1%,9,-7,?,2%
C=CCn1c(SCC(=O)Nc2ccc(C(=O)OC(C)C)cc2)nnc1-c1cccs1,-14%,7%,7,19,?,nt
CCN(CC)S(=O)(=O)c1ccc(OC)c(NC(=O)C(Cc2ccccc2)N2C(=O)c3ccccc3C2=O)c1 (stereo not drawn),9%,-2%,-4,-16,-13%,-10%
CCN(CC)c1ccc(C2Nc3cccc4cccc(c34)N2)c(O)c1,3.7µM*,?,27*,51*,11µM*,-21%
CC(=O)Nc1nc(-c2ccccc2)nc(-c2ccccc2OC(C)=O)n1,?,-1%,6,12,2.8µM*,?
COc1ccccc1N1CCN(C2CC(=O)N(c3ccc(F)cc3)C2=O)CC1 (stereo not drawn),-14%,15%,-1,3,9%,2%
COC(=O)c1c(O)c2ccccc2[nH]c1=O,-2%,-11%,-1,-3,5%,nt
COc1ccc(NC(=O)c2cc(-c3ccccc3)nc3c2cnn3C(C)C)cc1,?,nt,nt,nt,-19%,?
COc1ccc(OCCSc2nnc(CC(=O)Nc3cccc(Cl)c3Cl)n2C)cc1,nt,-1%,23*,36,nt,36%[activator]
COc1ccc(-c2nc(CN3CCC(C(=O)N4CCOCC4)CC3)c(C)o2)cc1C,?,nt,3,14,-20%,?
CC12CC3CC(C)(C1)CC(C(=O)N1CCCC1)(C3)C2,?,1%,-4,-12,11%,12µM*
CN1CCN(C(=O)c2cc(Cl)cc(Cl)c2)CC1,41%[activator],-5%,1,nt,12%,?
CC(=O)OC[C@H]1O[C@@H](O/N=C/C[C@@H]2C=C[C@H](OC(C)=O)[C@@H](COC(C)=O)O2)[C@H](OC(C)=O)[C@@H](OC(C)=O)[C@@H]1OC(C)=O,32%[activator],6%,7,6,3%[8.37 µM],?
COc1cccc(CN2CC(C(=O)NCCC3=CCCCC3)CCC2=O)c1 (stereo not drawn),0%,-1%,19,17,-13%,15%
Cc1ccc(CS(=O)(=O)CCC(=O)NC2CC2)cc1,-1%,5%,-6,-23,-9%,42%[activator]
C=C(Br)Cn1cnc2ccccc21,?,1%,21,1,4%,-24%
Cc1nccn1-c1c2c(c(C#N)c3nc4ccccc4n13)CCC2,-17%,-23%,2,-10,32%[activator],19%
